MITF primary – blocks human microphthalmia-associated transcription factor | AlphaScreen MITF homodimerization, bead proximity signal | inhibition, % at 2.6 µM | 0.91% of 650,000 active | AID 1259374; in the data active = inhibition above about 50%;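 note: 0% = vehicle wells with protein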
Target sequence (O75030 whole entry, looked up): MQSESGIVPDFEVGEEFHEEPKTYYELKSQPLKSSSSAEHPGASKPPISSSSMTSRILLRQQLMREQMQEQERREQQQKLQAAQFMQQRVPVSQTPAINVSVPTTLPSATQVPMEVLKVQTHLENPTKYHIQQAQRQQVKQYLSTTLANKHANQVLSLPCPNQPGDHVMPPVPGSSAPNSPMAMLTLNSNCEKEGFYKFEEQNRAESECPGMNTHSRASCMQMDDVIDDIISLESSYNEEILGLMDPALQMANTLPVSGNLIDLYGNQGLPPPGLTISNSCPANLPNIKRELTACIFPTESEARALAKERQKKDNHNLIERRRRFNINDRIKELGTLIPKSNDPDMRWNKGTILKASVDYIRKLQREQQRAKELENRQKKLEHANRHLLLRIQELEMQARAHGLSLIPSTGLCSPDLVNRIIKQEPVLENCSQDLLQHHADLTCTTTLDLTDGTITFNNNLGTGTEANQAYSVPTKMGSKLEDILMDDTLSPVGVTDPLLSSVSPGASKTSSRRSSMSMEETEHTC
TEAD-YAP block – TEAD-YAP interaction inhibition | HEK-TIYL cells, TEAD-Gal4/YAP UAS-luciferase luminescence | inhibition, % at 9.12 µM | 1.4% of 640,000 active | AID 1259422; in the data active = inhibition above about 32%;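 note: 0% = median of test compound wells and 100% = reference inhibitor wells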
GPR151 ag – activators of human GPR151 | 1% of 650,000 active | PathHunter beta-arrestin GPR151 cells, luminescence | Q8TDV0 | activation, % at 11.2 µM | AID 1508602; in the data active = activation above about 4.9%;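 note: 0% = median of compound wells and 100% = cells with positive control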
Target sequence (Q8TDV0 whole entry, looked up): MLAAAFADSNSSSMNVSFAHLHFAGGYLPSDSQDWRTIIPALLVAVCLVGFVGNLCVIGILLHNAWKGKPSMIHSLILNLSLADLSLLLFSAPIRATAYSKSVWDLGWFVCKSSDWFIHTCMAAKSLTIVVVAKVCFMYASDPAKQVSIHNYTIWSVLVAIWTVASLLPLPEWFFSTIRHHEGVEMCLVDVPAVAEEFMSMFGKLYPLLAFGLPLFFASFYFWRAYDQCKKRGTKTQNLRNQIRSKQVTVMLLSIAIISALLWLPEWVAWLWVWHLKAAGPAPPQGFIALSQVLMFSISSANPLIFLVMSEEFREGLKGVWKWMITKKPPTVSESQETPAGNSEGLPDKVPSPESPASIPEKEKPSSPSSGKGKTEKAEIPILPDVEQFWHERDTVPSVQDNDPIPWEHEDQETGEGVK
FBW7 activator – activators of human E3 ligase FBW7. 0.13% of 650,000 active. normalized activity (activation), % at 26.1 µM. AlphaScreen FBW7–phospho-cyclin E peptide binding, activator screen. Q969H0. AID 1259310; in the data active = normalized activity above about 1.9%;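 note: purified mutant Fbw7 with reduced substrate affinity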
* = called active by the depositor; i = inactive.

The first 15 entries, to show the layout:
SMILES	MITF primary	TEAD-YAP block	GPR151 ag	FBW7 activator
COc1ccc(OCCC(=O)N2CCC(Cc3ccccc3)CC2)cc1	11	19	-2.6	0.3
O=C1CCC(CCNCc2cccc(F)c2)N1CCc1nc(-c2ccccc2)cs1 (stereo unspecified)	10	-1	-1.1	-0.1
Clc1ccc(-c2nnn3c2nc(NCc2ccco2)c2ccccc23)cc1	3	-26	-1.5	0.4
N#Cc1c(N)nc2c(c1-c1ccc(F)cc1)CCCCCC2	24	3	0.8	0.1
CCOc1cc(/C=C2\SC(N)=NC2=O)ccc1OS(=O)(=O)c1ccc(OC)cc1	-12	23	-0.5	-0.1
COCCCNC(=O)c1ccc(CNS(=O)(=O)c2ccc(C(C)(C)C)cc2)cc1	12	-1	-1.7	0.6
CN1CCN/C1=C(/C(Cl)=C(Cl)Cl)[N+](=O)[O-]	-7	-6	1.4	0.1
COc1ccc(Cl)cc1NC(=O)COc1ccccc1	i	-7	0.2	-0.1
Nc1nonc1N/N=C/c1ccc(O)cc1	-3	-17	-0.5	-0.1
CCCC(=O)Nc1ccc(-c2nc3ccccc3[nH]2)cc1	15	3	-5.3	0.1
O=C(Cn1c(=O)oc2cc(S(=O)(=O)N3CCCC3)ccc21)N1CCOCC1	-8	-3	0.5	-0.1
O=C(COC(=O)C1COc2ccccc2O1)c1ccc(F)cc1 (stereo unspecified)	-12	2	3.4	0.0
CC(=O)N/C(=C\c1ccccc1)C(=O)NCC1COc2ccccc2O1 (stereo unspecified)	-8	5	-0.3	0.1
COc1ccc(CC(=O)Nc2nc3c(s2)C(=O)CC(C)(C)C3)cc1	-5	1	0.2	0.0
CCOC(=O)c1c(NC(=S)NC(=O)c2cccs2)sc(C)c1C	4	2	1.8	0.0

The list itself (from the top)
SMILES	MITF primary	TEAD-YAP block	GPR151 ag	FBW7 activator
COc1ccc(OCCC(=O)N2CCC(Cc3ccccc3)CC2)cc1	11	19	-2.6	0.3
O=C1CCC(CCNCc2cccc(F)c2)N1CCc1nc(-c2ccccc2)cs1 (stereo unspecified)	10	-1	-1.1	-0.1
Clc1ccc(-c2nnn3c2nc(NCc2ccco2)c2ccccc23)cc1	3	-26	-1.5	0.4
N#Cc1c(N)nc2c(c1-c1ccc(F)cc1)CCCCCC2	24	3	0.8	0.1
CCOc1cc(/C=C2\SC(N)=NC2=O)ccc1OS(=O)(=O)c1ccc(OC)cc1	-12	23	-0.5	-0.1
COCCCNC(=O)c1ccc(CNS(=O)(=O)c2ccc(C(C)(C)C)cc2)cc1	12	-1	-1.7	0.6
CN1CCN/C1=C(/C(Cl)=C(Cl)Cl)[N+](=O)[O-]	-7	-6	1.4	0.1
COc1ccc(Cl)cc1NC(=O)COc1ccccc1	i	-7	0.2	-0.1
Nc1nonc1N/N=C/c1ccc(O)cc1	-3	-17	-0.5	-0.1
CCCC(=O)Nc1ccc(-c2nc3ccccc3[nH]2)cc1	15	3	-5.3	0.1
O=C(Cn1c(=O)oc2cc(S(=O)(=O)N3CCCC3)ccc21)N1CCOCC1	-8	-3	0.5	-0.1
O=C(COC(=O)C1COc2ccccc2O1)c1ccc(F)cc1 (stereo unspecified)	-12	2	3.4	0.0
CC(=O)N/C(=C\c1ccccc1)C(=O)NCC1COc2ccccc2O1 (stereo unspecified)	-8	5	-0.3	0.1
COc1ccc(CC(=O)Nc2nc3c(s2)C(=O)CC(C)(C)C3)cc1	-5	1	0.2	0.0
CCOC(=O)c1c(NC(=S)NC(=O)c2cccs2)sc(C)c1C	4	2	1.8	0.0
CCc1cc2cc(OC)ccc2nc1SCC(=O)N1CCOCC1	21	-2	-1.3	0.6
COc1ccc(OCC(=O)Nc2ccc(Br)cc2C(=O)O)cc1	-4	-1	1.9	0.0
CC(=O)N1CC(=O)N(OCc2ccccc2)C1c1ccc(Cl)cc1Cl (stereo unspecified)	1	-4	-0.4	0.0
CCCCCn1c(=O)[nH]c2cc(C(=O)O)ccc2c1=O	2	4	-0.3	0.0
Cc1ccc(N=c2c([N+](=O)[O-])nn(-c3cccc(Cl)c3)n2O)cc1	12	21	0.4	-0.5
CC1C(c2ccccc2)NC(c2ccccc2)C(C)C1(C)O (stereo unspecified)	-9	2	-0.1	0.0
COc1cccc(-c2nc(CS(=O)CC(=O)NCc3ccc(F)cc3)c(C)o2)c1 (stereo unspecified)	1	0	-0.5	-0.2
Cc1cc(Cl)ccc1OC(C)C(=O)OCC(=O)Nc1ccc2[nH]c(=O)[nH]c2c1 (stereo unspecified)	1	-1	0.9	0.0
CC(=O)c1cccc(-c2cnc3c(NCC(C)C)nccn23)c1	24	-45	-0.7	0.3
Cc1ccc(-c2nc(C=Nc3ccc(Cl)cc3Cl)c(O)o2)cc1	5	-3	-0.5	-0.1
CCn1c(CCc2ccccc2)nnc1SCC(=O)Nc1cccc(OC)c1	20	10	-1.6	0.9
CC1CCN(C(=O)COC(=O)c2ccc(Cl)nc2)CC1	1	8	0.6	0.1
Cc1c(C(=O)Nc2ccc3c(c2)OCO3)sc2nc(-c3ccc(F)cc3)cn12	14	-11	0.0	0.1
C=CCN(CC=C)S(=O)(=O)c1ccc(C(=O)Nc2sc3c(c2C(=O)OC)CCN(C(C)=O)C3)cc1	1	23	-1.0	0.0
N#CC1=C(N)OC2=C(C(=O)CC(c3ccccc3)C2)C12C(=O)Nc1ccc(Br)cc12 (stereo unspecified)	8	2	-1.2	-0.1
CCOC(=O)C(=O)Nc1sc(C(=O)Nc2ccc(C)c(Cl)c2)c(C)c1C(=O)OC	3	30	-0.1	-0.1
CN(CCc1ccccc1)C1CCCN(S(=O)(=O)N(C)C)C1 (stereo unspecified)	4	-9	-0.4	0.1
O=C(C(=O)N1CCN(c2cccc(Cl)c2)CC1)N1CCCCC1	-13	3	5.3*	0.1
O=c1[nH]c2cc(Cl)cc(Cl)c2[nH]c1=O	15	-4	0.0	0.0
O=C(O)CCn1c(SCc2ccccc2)nc2ccccc21	6	-12	-2.0	0.0
O=S1(=O)CCN(Cc2ccc3c(c2)OCCCO3)CC1	-11	10	1.0	0.6
O=C(NCc1ccco1)C1CC(O)CN1C(=O)Nc1ccccc1 (stereo unspecified)	5	-1	4.2	0.0
COc1ccc([N+](=O)[O-])cc1NC(=O)c1cccc(OC)c1OC	13	-7	0.3	0.0
CCc1ccc(NC(=O)CSC2=C(C#N)C(c3ccccc3)CC(=O)N2)cc1 (stereo unspecified)	15	-8	1.1	0.1
OCCC1CN(Cc2ccc3c(c2)OCCO3)CCN1Cc1ccc(F)cc1 (stereo unspecified)	-2	0	-0.5	-0.1
CCN1C(=O)/C(=C\c2cc(OC)ccc2OC)SC1=S	-3	12	-0.8	0.1
COc1ccc(NC(=S)N(CCN(C)C)C(C)c2cccnc2)cc1 (stereo unspecified)	2	1	2.1	0.4
COc1ccccc1NC(=O)NCc1nc2nc(C)cc(C)n2n1	9	6	-2.6	0.1
O=c1cccc(-c2ccsc2)n1Cc1ccc(F)cc1F	1	1	0.1	0.0
CN(C)c1nc(CN2CC[C@@](O)(c3ccccc3)[C@H]3CCCC[C@@H]32)nc2ccccc12	7	20	-1.4	0.4
C[n+]1ccccc1-c1nc2ccccc2s1	4	5	-0.2	0.2
O=C(Nc1nnc(-c2ccc(Br)cc2)s1)C1CCCCC1	17	-5	-1.2	0.1
O=C(/C=C/c1ccccc1)NCCc1csc2nc(-c3ccc(F)cc3)nn12	20	0	0.3	0.8
NC(=O)c1ccc(NC(=O)CSc2ncc(C(F)(F)F)cc2Cl)cc1	11	-1	-1.7	0.1
O=C1/C(=C/c2ccc([N+](=O)[O-])cc2)C=C(c2ccccc2)N1c1ccc(I)cc1	-5	5	0.9	-0.3
COc1ccc(C(=O)N=c2sc3cccc(F)c3n2C)cc1OC	-3	-1	2.8	0.2
O=C(O)C1CSC2(c3ccc(Br)cc3)CCC(=O)N12 (stereo unspecified)	-10	-5	-1.8	-0.1
COc1ccc(C(CC(=O)O)NC(=O)c2ccccc2Cl)cc1 (stereo unspecified)	-2	0	0.0	0.0
Cc1ccc(C)n1-c1ccc(CC(=O)O)cc1	9	-4	-0.5	-0.8
CCOC(=O)c1c(NC(=O)c2cc3nc(-c4cccs4)cc(C(F)(F)F)n3n2)sc2c1CCC2	24	-1	-0.3	0.2
O=C(Nn1c(C2CCCCC2)nc2ccccc2c1=O)c1cc(Br)ccc1Cl	16	-3	0.7	0.4
CC(C)(C)n1nc2c(c1NC(=O)c1cc([N+](=O)[O-])ccc1Cl)CS(=O)(=O)C2	-6	15	0.5	0.0
CCC(C)NC(=O)Cn1cccc1C(=O)c1ccccc1C (stereo unspecified)	15	13	1.4	0.5
O=C(Nc1ccc(Cl)cc1F)c1ccc(SCC(=O)N2CCC3(CC2)OCCO3)c([N+](=O)[O-])c1	9	6	-1.3	0.2
COc1ccc(C(=O)Nc2ccc(NC(=O)c3cccc(C)c3)cc2)cc1[N+](=O)[O-]	-2	-4	-0.9	0.0

(list continues)
SMILES	MITF primary	TEAD-YAP block	GPR151 ag	FBW7 activator
O=C1OC(c2ccccc2Br)=N/C1=C\c1coc2ccccc2c1=O	-6	-4	-0.9	0.0
CCOC(=O)c1ccc2ncc(C(=O)OCC)c(Nc3ccc(C)cc3C)c2c1	6	-5	-0.8	0.1
CC(C)c1ccc(NC(=O)c2cc(S(=O)(=O)N3CCOCC3)ccc2F)cc1	15	2	-0.1	0.1
CCOc1cccc(C(=O)Nc2cc(-c3nc4cc(C)cc(C)c4o3)ccc2C)c1	2	-3	0.4	0.0
CC(=NC(Cc1cnc[nH]1)C(=O)O)c1c(C)[nH]n(-c2nc3ccccc3s2)c1=O (stereo unspecified)	2	-17	-7.9	-0.1
CCNc1nc(NCC)n2c(SCC(=O)O)nnc2n1	14	-3	1.1	0.2
COC(=O)CSC1=C(C#N)C(c2ccccc2OC)CC(=O)N1 (stereo unspecified)	8	29	-0.1	-0.1
COc1cc(C2/C(=C(/O)c3ccc(C)cc3)C(=O)C(=O)N2Cc2cccnc2)ccc1O (stereo unspecified)	4	-3	0.9	0.0
CC1CC(C)(C)N(C(=O)CNC2CCCC2)c2ccccc21 (stereo unspecified)	49	6	-1.0	0.0
C[n+]1ccccc1CCC(=O)c1ccccc1	14	-4	2.2	0.0
COc1cccc(/C=C(\C#N)c2nc3ccc(C)cc3[nH]2)c1OC	7	-49	13*	0.0
CC(C)CCNC(=O)CN(CC1CCCO1)C(=O)CCC(=O)Nc1nccs1 (stereo unspecified)	3	1	0.0	-0.1
Cc1ccc(C)c(NC(=O)CN2C(=O)NC(C)(c3ccc4c(c3)OCCO4)C2=O)c1 (stereo unspecified)	20	-2	-1.0	0.3
Cc1ccc(C#N)c(SCC(=O)O)n1	6	8	1.1	0.0
Cc1ncn(-c2ccc(N(C)c3ncc4cccc(-c5ccn[nH]5)c4n3)cc2)n1	58*	15	0.0	0.7
Cc1cc(NC(=O)COC(=O)c2ccc(S(=O)(=O)NCc3ccco3)cc2)no1	26	-3	0.5	1.0
CNC(=O)/C(=C/c1ccc(-c2ccc(Br)cc2)o1)NC(=O)c1ccccc1	-1	3	-1.2	-0.1
COc1cccc(OC)c1NC(=O)C1CCCN1C(=O)Nc1ccccc1[N+](=O)[O-] (stereo unspecified)	0	5	0.2	0.2
CCOc1ccc(CNCc2ccco2)cc1	13	7	0.1	0.1
COc1cccc(CNC(=O)c2cc(I)ccc2O)c1	6	1	-1.3	0.1
CCOC(=O)CCC(=O)Nc1cc([N+](=O)[O-])ccc1F	-9	-1	0.4	0.0
O=C(COc1ccccc1)Nc1ccc([N+](=O)[O-])cc1	7	4	-0.6	0.0
O=C1CCCc2c1[nH]c1cc3c(cc21)OCCO3	7	-13	0.3	0.0
CC(=O)NCCNS(=O)(=O)c1ccc(Cl)c([N+](=O)[O-])c1	2	-19	0.0	0.1
COCCn1nnnc1C(c1ccccc1OC)N1CCN(c2cc(C)ccc2C)CC1 (stereo unspecified)	12	-3	-0.2	0.3
CCc1cccc(C)c1NC(=O)COc1ccc(Br)cc1	-9	15	1.2	0.1
CC(=O)Nc1cccc(Oc2ccc3c(c2)C(=O)N(c2cccc(Oc4ccc(C)c(C)c4)c2)C3=O)c1	7	1	0.4	-0.1
CC1(C)CC(=O)N(CC(=O)NCc2cccs2)c2ccccc2S1	2	1	2.2	0.0
C/C=C/C=C/C(=O)Nc1cc(C(=O)O)cc(C(=O)O)c1	30	8	-1.7	0.1
N#Cc1c(-c2ccccc2)cc(-c2ccccc2)nc1SCC(=O)N1CCCCC1	6	11	0.5	0.0
O=C(CN(C1CCCCC1)S(=O)(=O)c1ccc(Cl)cc1)NCc1ccccn1	-8	-1	0.3	-0.5
CCN(CC(=O)Nc1ccccc1)S(=O)(=O)c1ccc(OC)cc1	1	4	0.3	-0.1
O=C(Nc1nc(-c2ccc3ccccc3c2)cs1)c1ccc(Cl)cc1Cl	19	3	-0.8	0.2
CC(C)CC(NS(=O)(=O)c1ccc2c(c1)oc(=O)n2C)C(=O)NCc1ccccn1 (stereo unspecified)	3	14	-0.5	-0.1
CC(C)c1ccc(N(C)S(=O)(=O)c2ccc3[nH]cc(C(=O)NCCCN4CCOCC4)c(=O)c3c2)cc1	6	-2	1.1	0.0
